From PubChem BioAssay
TbPYK inhibitor: blocks Trypanosoma brucei pyruvate kinase; Q57TT1; TbPYK enzyme, Kinase-Glo Plus ATP luminescence, 45 min; Potency, µM (doses to about 76.8 µM), for inactives: at the highest dose activity, negative = inhibition, hits mostly inhibitors; 410,000 tested, 0.12% active; note: potency is the fitted concentration of half-maximal effect; % is set by controls: 0 for no effect and ±100 for the full control effect; nearly all actives have a fitted effect of over 50% in size
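Readout: single end-point luminescence (Kinase-Glo Plus, 10 min). Reaction conditions were TbPYK/substrate plus 130 uM ADP, 45 min at RT, pH 7.2 TEA buffer. No-enzyme wells served as controls, and data were normalized before concentration-response fitting.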
Pf growth 96h: P. falciparum growth inhibition at 96 hours | P. falciparum luciferase reporter growth, 96 h | Potency, µM (top dose mostly 28.7 µM), for the others: at the highest dose activity change, negative = inhibition, hits mostly inhibitors | 320,000 tested, 6.9% active | AID 504834; note: potency is the fitted concentration of half-maximal effect; % is set by controls: 0 for no effect and ±100 for the full control effect
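Plates of compound plus infected erythrocytes (2% hematocrit, 0.05% parasitemia final) incubate 96 hours, 37 C, 5% CO2. Detection reagent added; reduced luminescence from the parasites' luciferase reporter flags inhibition.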
LmPK inhibitor: LmPK (Leishmania mexicana) enzyme inhibition | purified LmPK, Kinase-Glo ATP luminescence, 1 h | 290,000 tested, 0.37% active | Potency, µM (titrated, usually from 57.5 µM), for the others: at the highest dose activity change, negative = inhibition, actives largely listed as inhibitors; note: potency is the fitted concentration of half-maximal effect; % is set by controls: 0 for no effect and ±100 for the full control effect
Target sequence (Q27686 whole entry, looked up): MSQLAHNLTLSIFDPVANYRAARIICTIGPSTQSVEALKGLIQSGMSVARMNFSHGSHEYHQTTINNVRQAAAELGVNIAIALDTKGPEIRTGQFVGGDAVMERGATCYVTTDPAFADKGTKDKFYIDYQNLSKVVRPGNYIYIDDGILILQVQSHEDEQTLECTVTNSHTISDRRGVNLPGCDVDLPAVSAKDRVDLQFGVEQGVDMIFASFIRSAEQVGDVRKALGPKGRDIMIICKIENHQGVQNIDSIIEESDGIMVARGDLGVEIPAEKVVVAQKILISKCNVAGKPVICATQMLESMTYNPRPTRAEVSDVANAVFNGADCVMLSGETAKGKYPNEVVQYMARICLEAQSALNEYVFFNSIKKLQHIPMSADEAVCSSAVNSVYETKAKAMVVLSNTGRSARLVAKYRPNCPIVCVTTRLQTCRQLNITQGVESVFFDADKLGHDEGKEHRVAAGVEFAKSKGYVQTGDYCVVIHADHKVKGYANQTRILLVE
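Purified LmPK (0.1 nM) converted ADP (0.1 mM) to ATP with PEP (0.5 mM) in imidazole buffer pH 7.2 with KCl and MgCl2, 1 h at room temperature. ATP was read by Kinase-Glo luminescence; data normalized to uninhibited and no-enzyme controls.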
AmpC no deterg: inhibitors of E. coli AmpC beta-lactamase without detergent; Potency, µM (doses to about 57.1 µM), without a hit: at the top dose activity change, negative = inhibition, most hits filed as inhibitors; 330,000 tested, 0.52% active; AmpC nitrocefin hydrolysis, absorbance 480 nm, 0.0001% Triton; P00811;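 note: potency is the fitted concentration of half-maximal effect; plate controls were no compound for no effect and no enzyme for full effect; nearly all actives have a fitted effect of over 20% in size; some results filed as inactive show a strong effect at the top dose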
Target sequence (P00811 whole entry, looked up): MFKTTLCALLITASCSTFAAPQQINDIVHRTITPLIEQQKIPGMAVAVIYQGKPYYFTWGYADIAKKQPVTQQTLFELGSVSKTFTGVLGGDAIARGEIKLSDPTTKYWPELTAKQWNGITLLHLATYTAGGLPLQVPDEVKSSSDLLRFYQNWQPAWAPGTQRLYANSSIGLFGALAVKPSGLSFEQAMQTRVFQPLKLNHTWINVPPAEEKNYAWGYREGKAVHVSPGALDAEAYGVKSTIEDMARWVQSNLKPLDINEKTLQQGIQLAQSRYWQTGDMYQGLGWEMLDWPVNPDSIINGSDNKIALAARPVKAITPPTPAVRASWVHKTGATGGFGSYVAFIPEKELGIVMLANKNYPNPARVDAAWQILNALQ
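20 mM phosphate pH 7.0 + 0.01% (detergent screen) or 0.0001% Triton X-100; 5.3 nM AmpC reagent; cpd preinc 15 min RT; nitrocefin (800 uM stock) to start; A480 q20 s × 4 min; Activity was normalised to no-enzyme and no-compound control wells.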
CHX counter: counter-screen for Shiga toxin inhibitors: cycloheximide protein synthesis inhibition; cell reporter, cycloheximide protein synthesis inhibition counterscreen; 300,000 tested, 12% active; AID 2314; max response, %; in the data active = max response mostly above about 13%, no sharp cut-off; inactive = mostly below about 14%; note: read at 38.3 µM for the half of the compounds with a filed dose; 0% is about no effect
Shiga toxin inh: inhibitors of Shiga toxin in Vero cells; Vero cells, Shiga toxin protein synthesis inhibition reporter; inhibition, % at 38.7 µM; 290,000 tested, 9.2% active; AID 2315; in the data active = inhibition mostly above about 28%, no sharp cut-off; inactive = mostly below about 43%; note: 0% is about no effect
Pf growth 48h: P. falciparum growth inhibition at 48 hours (one generation); P. falciparum luciferase growth in erythrocytes, 48 h; AID 504832; 310,000 tested, 5.9% active; Potency, µM (top dose mostly 28.7 µM), inactives show at the highest dose activity change, negative = inhibition, most hits filed as inhibitors; note: potency is the fitted concentration of half-maximal effect; % is set by controls: 0 for no effect and ±100 for the full control effect
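Luciferase-expressing P. falciparum in infected erythrocytes (2% hematocrit, 0.1% parasitemia final) in RPMI 1640/0.5% Albumax were exposed to compound for 48 hours at 37 C, 5% CO2; growth read as luminescence.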
Numbers without * were called inactive; ? = inconclusive; · = no result given; & = joins results of further samples; [ ] = another dose, or the depositor's remark. Unless noted, calls come from the whole dose curve; as a rule, active = well fitted curve in the direction sought with a large enough effect; inconclusive = small, poorly fitted or top-dose-only effect, or another doubt; inactive = no such curve, though single readings can be large; an effect the other way counts as inactive or inconclusive.

The first 2 records, ahead of the listing:
item	SMILES	TbPYK inhibitor	Pf growth 96h	LmPK inhibitor	AmpC no deterg	CHX counter	Shiga toxin inh	Pf growth 48h
1	NC(=O)COC(=O)c1ccc2c(c1)S(=O)(=O)N=C1CCCCCN12	2%	9%	-1%	-20%	1	19	23%
2	Cc1cc(N)n(-c2ccc(S(N)(=O)=O)cc2[N+](=O)[O-])n1	8%	7%	0%	-47%	2	-11	47%[activator]

The listing, from the first entry:
item	SMILES	TbPYK inhibitor	Pf growth 96h	LmPK inhibitor	AmpC no deterg	CHX counter	Shiga toxin inh	Pf growth 48h
1	NC(=O)COC(=O)c1ccc2c(c1)S(=O)(=O)N=C1CCCCCN12	2%	9%	-1%	-20%	1	19	23%
2	Cc1cc(N)n(-c2ccc(S(N)(=O)=O)cc2[N+](=O)[O-])n1	8%	7%	0%	-47%	2	-11	47%[activator]
3	CC(N=C1NS(=O)(=O)c2ccccc21)c1ccccc1 (stereo not drawn)	-22%	-41%	2%	-12%	-2	17	-5%
4	CN1CCN(CCCN2c3ccccc3Sc3ccc(C(F)(F)F)cc32)CC1	-9%&-3%&-3%&-7%	9.3µM*	1%&4%	196%&168%[activator]	-3&-3	-16&-12	10µM*
5	O=C1CCCC2=C1C(c1ccc(O)c(Br)c1)C1=C(CCCC1=O)N2c1ccccc1	-2%	1%	-2%	-23%	-3	10	8%
6	CCC1(C)NC(=O)N(CC(=O)N2N=C(c3ccccc3)CC2c2ccc(OC)cc2)C1=O (stereo not drawn)	3%	?	3%	156%[activator]	0	-11	-6%
7	CSCCC(NC(=O)c1ccccc1Cl)C(=O)Nc1ccc(C)c(S(=O)(=O)N2CCOCC2)c1 (stereo not drawn)	-5%	?	·	25%	·	·	9.3µM*
8	CCC1CC2CC(NC(C)=O)C1C2 (stereo not drawn)	3%	0%	0%	-17%	-2	-10	5%
9	Cc1nn(Cc2ccc(F)cc2)c(C)c1NC(=O)CCCn1nc([N+](=O)[O-])cc1C	-2%	8%	3%	21%	-5	2	7%
10	CC(C)CNC(=O)NC(=O)COC(=O)Cn1cnc2ccccc2c1=O	2%	0%	3%	-7%	-9	-6	-27%
11	COc1ccc(CCNC(=O)C2CCN(S(=O)(=O)c3cccc4nsnc34)CC2)cc1OC	2%	·	-2%	61%[activator]	-2	23	?
12	COC(=O)CN1C(=S)N(c2ccc(OC)cc2)C(=O)/C1=C/c1ccc(N2CCOCC2)cc1	-1%	-1%	-2%	-2%[2.29 µM]	1	16	?
13	NS(=O)(=O)c1ccc(CNC(=O)c2cccc(Oc3ccccc3)c2)cc1	-10%	4%	2%	-19%	2	7	?
14	Oc1ccc2ccccc2c1CN1CCOCC1	4%	-12%	7%	-19%	7	6	-4%
15	Cc1ccc(-n2ncc3c2CC(C)(C)CC3NC(=O)CCN2CCCO2)cc1 (stereo not drawn)	3%	12%	5%	66%[activator]	0	10	?
16	Cc1[nH]n(-c2ccccc2)c(=O)c1CCOC(=O)c1ccc(C(F)(F)F)cc1	-1%	?	-1%	24%	-2	-7	?
17	CCOC(=O)c1ccc(-n2c(CN3CCOCC3)nc3ccc([N+](=O)[O-])cc3c2=O)cc1	-2%	?	0%	-16%	-2	26	-1%
18	CC1(C)C2CCC(C2)C1(C)NC(=O)CN1CCOCC1 (stereo not drawn)	11%	-8%	-6%	1%	-6	-20	-7%
19	O=S(=O)(c1ccc(-c2ccon2)s1)N1CCN(c2ccncc2)CC1	-3%	5%	-3%	44%	0	-18	1.3µM*
20	CC(=O)c1nc2ccccc2n1CCc1ccccc1	-5%	3%	0%	-5%	-9	-3	-7%
21	Cc1ccc(CN(c2ccc(C(=O)N3CCOCC3)cc2)S(C)(=O)=O)cc1	1%	?	-5%	39%	-2	9	1%
22	Cc1ccc(C)c(NC(=O)[C@@H]2CCCN2S(=O)(=O)c2ccccc2F)c1	-2%	?	·	-3%	·	·	-3%
23	CC(C)[C@H](NC(=O)[C@H](CC(=O)O)NC(=O)[C@H](CCCCN)NC(=O)[C@@H](N)CCCN=C(N)N)C(=O)N[C@@H](Cc1ccc(O)cc1)C(=O)O	·	-11%	1%	?	-4	-10	5%
24	COc1cc(NC(=O)c2cnn3c(C)cc(C)nc23)c(OC)cc1Cl	-21%	·	0%	-3%	-2	-3	-1%
25	O=C(CSC(=S)N1CCOCC1)c1cc(Br)cc(Br)c1O	-14%	27%	-5%	20µM*	-5	-12	-16%
26	Cc1cc(=O)oc2cc(OCC(=O)OCC(=O)N(CCC#N)c3ccccc3)ccc12	2%	24%	13%	16%	-2	-8	6%
27	Fc1ccc(C(OCCN2CCCC2)c2ccc(Br)cc2)cc1 (stereo not drawn)	3%	?	1%	39%	-7	-12	?
28	CC1(C)N=C(C(=O)c2ccccc2)N(O)C1(C)O (stereo not drawn)	1%	·	-2%	-1%	-2	23	29%
29	CC(C)COc1ccc(S(=O)(=O)n2cc(F)c(=O)[nH]c2=O)cc1	-12%	16%	4%	-27%	-1	-2	-5%
30	N#CC(=C1Nc2ccccc2N1)S(=O)(=O)c1ccccc1	-7%	2%	-1%	-18%	6	-7	-3%
31	O=c1cc(C(F)(F)F)nc(-c2ccccc2)[nH]1	-19%	37%	7%	-9%	-4	-8	17%
32	CN1CCN(C(=O)C2(NC(=O)Nc3ccccc3Cl)CCCCC2)CC1	-5%	-26%	0%	-27%	-2	-2	17%
33	O=C(COC(=O)CSc1ccc(F)cc1)NC1CCCCCC1	4%	3%	·	3%	·	·	4%
34	CCOC(=O)c1ccc(NC(=O)CCc2ccc(CC)o2)cc1	?	?	1%	-5%	9	-3	?
35	CN(C)/C=C1\C=C2C(=O)c3ccccc3N2C1=O	-5%	23%	-5%	-4%	-1	9	-4%
36	COc1ccccc1NS(=O)(=O)c1cccc(NC(=O)c2ccc3ccccc3n2)c1	1%	?	-7%	-30%	17*	76	-4%
37	COC(=O)c1ccc(S(=O)(=O)N2CCCCC2)o1	5%	6%	-5%	-7%	-6	-4	·
38	COc1ccc(-c2nc(-c3ccccn3)ncc2S(C)(=O)=O)cc1	4%	14%	-5%	-10%	7	-14	366%[activator]
39	Cc1nn(Cc2c(F)cccc2Cl)c(=O)c2ccccc12	-19%	-8%	0%	-8%	-5	-7	7%
40	CC(C)c1ccc(NC(=O)CSc2nnc(-c3ccccn3)n2C)cc1	-6%	·	-1%	37%	7	-11	7%
41	COc1ccc(/C=C2\CCC(C3CCCC3)C2=O)cc1Cn1cccn1 (stereo not drawn)	-2%	2%	3%	-17%	1	3	-25%
42	Cc1ccc(C(=O)N(CC(=O)NC2CCCC2)c2ccccc2Cl)s1	2%	10%	0%	-13%	-2	-2	-11%
43	Cc1cccc(NC(=O)CSc2nc3c(c(=O)[nH]2)CCCC3)c1C	3%	·	3%	-28%	10	-27	8%
44	CC1=CC(c2ccc(Cl)cc2)n2nc(NC(=O)CCCC(=O)O)nc2N1 (stereo not drawn)	-3%	3%	-10%	-9%	-3	1	18%
45	COc1cccc(/C=C/c2nc3c(cnn3-c3ccccc3)c(=O)[nH]2)c1	3%	63%[activator]	-1%	-27%	15*	37	35%[activator]
46	S=C(NCCCN1CCOCC1)Nc1ccc(Cl)c(Cl)c1	-24%	17µM*	1%	-3%	-3	-11	-11%
47	CN1CCN(/N=C/c2c(O)n(Cc3ccc(F)cc3)c(=O)[nH]c2=O)CC1	-2%	0%	0%	-1%	9	16	-12%
48	COc1ccc(C2CC(=O)c3cnn(-c4nc(C)cc(C)n4)c3C2)cc1OC (stereo not drawn)	-18%	?	-8%	25%	-2	-7	?
49	O=c1oc2ccccc2cc1-c1csc(NN=C2CCCCC2)n1	-5%	·	-13%	-51%	45*	81*	126%[activator]
50	Nc1cc(Cl)ccc1N1CCCCC1	1%	1%	1%	-18%	-3	-8	13%
51	CCOc1ccc(NC(=O)CN(C)C(=O)CN2C(=O)C3CCCCC3C2=O)cc1OCC (stereo not drawn)	-2%	-19%	·	-6%	·	·	17%
52	S=C(NCC1CCCCC1)Nc1cccnc1	3%	44%[activator]	-2%	-3%	-3	-7	11%
53	CCC(=O)c1ccc(OCC(O)CNCc2ccc(F)cc2)cc1 (stereo not drawn)	1%	?	2%	-16%	-2	-8	-6%
54	O=C(Nc1cccc(C(=O)NC2CCCCC2)c1)c1ccccc1	-12%	18%	-1%	-35%	-3	17	13%
55	COc1ccccc1OCCNC(=O)C1CCN(C(C)=O)CC1	-2%	50%[activator]	-4%	-4%	-2	2	-5%
56	CCCCN(CC)CCCNC(=O)C1CCN(c2ncnc3c2sc2cccc(F)c23)CC1	1%	?	6%	116%[activator]	0	56	?
57	CCOC(=O)N1CCN(C2=C(NS(=O)(=O)c3ccccc3)C(=O)c3ccccc3C2=O)CC1	-3%	9.3µM*	0%	25%	17	4	13µM*
58	O=C(C1=C(O)C(=O)N(CCc2ccccc2)C1c1cccnc1)c1ccco1 (stereo not drawn)	0%	-5%	8%	-6%	-2	3	6.6µM*
59	O=C(CN1CCN(Cc2ccccc2Cl)CC1)N/N=C/c1cccs1	4%	-21%	0%	16%	-1	24	?
60	Cc1ccc(C(=O)Nc2nc(-c3ccccc3)c(-c3ccccc3)o2)cc1	-5%	?	3%	-22%	-1	23	-13%

(cont.)
item	SMILES	TbPYK inhibitor	Pf growth 96h	LmPK inhibitor	AmpC no deterg	CHX counter	Shiga toxin inh	Pf growth 48h
61	CCCN(CCC)S(=O)(=O)c1ccc(NC(=O)c2cc(C(=O)OC)cc([N+](=O)[O-])c2)cc1	4%	1.9µM*	7%	-14%	-3	-11	?
62	COCCNC(=S)N1CCN(c2nc(-c3ccc(Cl)cc3)cs2)CC1	-5%	?	6%	61%[activator]	-2	13	30%
63	O=C1CSC(c2ccccn2)N1c1ccccc1 (stereo not drawn)	0%	-20%	4%	-11%	-4	-22	32%[activator]
64	CCCN1C=CC(=C/C=C(\C#N)C(=O)OCC)C=C1	·	107%[activator]	-5%	-12%	28*	93*	93%[activator]
65	O=C(CCCc1nc2ccccc2s1)N1CCN(c2ccccc2F)CC1	1%	2%	-3%	62%[activator]	-1	-10	15%
66	CCCNS(=O)(=O)c1ccc(OCC(=O)NCc2ccco2)cc1	0%	·	-1%	-16%	-2	-2	-4%
67	CC(=O)Nc1c2c(nn1-c1ccc(C)cc1)CSC2	1%	-30%	-6%	-15%	-9	7	-6%
68	COc1ccc2c(c1)c(C(C)=O)c(C)n2CCc1ccccc1	2%	-8%	0%	17%	-6	-4	-7%

Individual results from the results shown:
CCCN(CCC)S(=O)(=O)c1ccc(NC(=O)c2cc(C(=O)OC)cc([N+](=O)[O-])c2)cc1 – Pf growth 96h = 1.9µM*
O=C(CCCc1nc2ccccc2s1)N1CCN(c2ccccc2F)CC1 – TbPYK inhibitor = 1%
CC(=O)Nc1c2c(nn1-c1ccc(C)cc1)CSC2 – Pf growth 96h = -30%
CCCN1C=CC(=C/C=C(\C#N)C(=O)OCC)C=C1 – Pf growth 96h = 107%[activator]
CCCNS(=O)(=O)c1ccc(OCC(=O)NCc2ccco2)cc1 – CHX counter = -2
